Growth percent in the NCI-60 one-dose screen (48 h, 10 µM unless noted): 100 = growth as untreated, 0 = no growth, -100 = all killed.
A549/ATCC: A549/ATCC NSCLC | 81,000 compounds, 3.7% hits | AID 1794740
M14: M14 melanoma; 80,000 compounds, 6.2% hits
UACC-257: UACC-257 melanoma; 78,000 compounds, 4.4% hits
SK-MEL-5: SK-MEL-5 melanoma; 80,000 compounds, 6.4% hits; AID 1794755
UACC-62: UACC-62 melanoma | 81,000 compounds, 5.4% hits | AID 1794756
SK-MEL-2: SK-MEL-2 melanoma. AID 1794763. 77,000 compounds, 4.7% hits
SK-MEL-28: SK-MEL-28 melanoma; AID 1794761; 81,000 compounds, 4.1% hits
MDA-MB-435: MDA-MB-435 melanoma. 82,000 compounds, 7.8% hits
* = called active by the depositor; / = no result given; & = joins results of further samples; [ ] = another dose, or the depositor's remark. How the source made its calls: active means growth percent below 10; inactive means the rest.

SMILES	A549/ATCC	M14	UACC-257	SK-MEL-5	UACC-62	SK-MEL-2	SK-MEL-28	MDA-MB-435
COc1ccc2c(c1)C=C1CCCCC3=Cc4cc(OC)ccc4OC13O2	98	105	101	101	100	100	111	114
COC(=O)CCCCCCCCC(C)c1ccccc1 (stereo not given)	102	117	108	110	110	96	121	100
Nc1ccc(Br)cc1C(F)(F)F	102	106	104	103	108	104	121	117
Cn1cnc([N+](=O)[O-])c1S(=O)(=O)Oc1ccc(Cl)cc1	96	61	57	95	79	91	97	79
CCc1ccc(CNc2ccc(N3CCOCC3)c(C(=O)O)c2)cc1	99	100	106	102	102	83	107	108
O=C/C=C/c1ccc([N+](=O)[O-])cc1	93	93	98	102	98	103	113	108
CCOC(=O)CNC(=O)NCn1c(=O)[nH]c2ccccc2c1=O	98	107	99	100	101	104	111	108
NS(=O)(=O)c1ccc(Nc2nc(N/N=C/c3cccs3)nc(Nc3ccccc3)n2)cc1	89	75	97	73	75	76	80	75
CCCC(C(=O)OCCN(CC)CC)(c1ccccc1)c1ccccc1	90&100&86	95&106&90	99&98&91	102&107&82	97&107&104	94&107&100	106&108&107	97&94
O=C(Oc1ccccc1Cl)c1ccc(Cl)c(Cl)c1	105	98	103	101	/	102	106	99
CC1(C)CCc2cc(-c3ccn(S(=O)(=O)c4ccc(C(F)(F)F)cc4)n3)ccc2O1	80	92	87	91	84	/	100	97
CN(C)c1ccc(C#Cc2c(F)cccc2F)cc1	83	96	94	88	87	/	105	105
NC(CSCC(=O)O)C(=O)O (stereo not given)	97	109	88	101	106	106	107	110
N#C/C(=C\c1ccc(Br)cc1)c1cc2ccccc2[nH]1	101	101	100	97	88	114	103	99
CSc1c(-c2nc3ccccc3s2)c(N)nc2c(C#N)c(Nc3ccccc3)nn12	95	95	100	90	93	/	93	89
c1ccc2c(c1)ccc1c(-c3ccncc3)n[nH]c12	81	/	99	76	93	/	105	75
CC(C)(O)C(F)(Cl)Cl	103	100	119	108	105	119	113	104
CC(=O)c1ccc2c(ccc3ccccc32)c1	95	89	108	97	97	/	108	96
COc1cc(/C=C/C(=O)c2ccc(Nc3ncnc4ccccc34)cc2)cc(OC)c1	41	25	93	91	77	112	86	-39*
NNC(=O)Oc1cccc2ccccc12	86	104	91	89	90	/	113	109
O=C(CNc1ccccc1)Cn1cc(COc2ccc(C=Nc3cnc4ccccc4c3)cc2)nn1	101	106	100	103	103	112	110	106
COc1ccc(-c2cc(C(=O)N3CCN(C(=O)c4ccccc4NCc4cccs4)CC3)nc3cc(-c4ccccc4)nn23)cc1OC	85	100	109	91	92	104	109	99
Nc1[nH]nc2ncn3c4ccccc4nc3c12	101	108	103	103	92	105	115	105
Cc1cc(=O)oc2cc(Oc3nc(-c4ccccc4)cn4c(-c5ccccc5)cnc34)ccc12	56	68	66	38	81	52	68	72
C=CCNC(=S)N/C=C(/C(=O)c1ccccc1)c1ccccc1	103	92	109	102	99	120	104	99
O=C(O)C(=O)c1c[nH]c2ccccc12	105	94	106	99	101	111	114	110
O=C(CCc1nnc2sc(-c3cc(O)c(O)c(O)c3)nn12)c1nc2ccccc2[nH]1	108	105	110	84	104	111	110	99
COc1ccc(Cn2cc3c(c2-c2cc(OC)c(OC)c(OC)c2)CCc2cnoc2-3)cc1[N+](=O)[O-]	34	11	78	16	35	43	69	-54*
COc1ccc(-c2c(C#N)c(N)n(Cc3nc4ccccc4[nH]3)c(=O)c2C#N)c(OC)c1	104	104	113	96	80	94	113	105
O=C1CCC(N2CCSC2=S)N1 (stereo not given)	99	104	99	108	110	100	100	95
CC(CCC(=O)O)C1CCC2C3C(O)CC4CC(O)CCC4(C)C3CC(O)C12C (stereo not given) (tested in a mixture with another compound)	91	99	85	100	109	97	112	102
COc1cc(C2=NN(c3ccccc3)C(c3sc(N(C)Cc4ccccc4)nc3Cl)C2)cc(OC)c1OC (stereo not given)	86	92	102	101	80	89	111	102
O=C(Cc1ccccc1)NC1CCCCC1	102	107	103	103	105	97	111	107
CC(=O)OCC1CSCC1COC(C)=O (stereo not given)	103	107	84	99	98	126	102	107
C/C(=N\Nc1ccc([N+](=O)[O-])cc1[N+](=O)[O-])c1ccc(Br)cc1	85	106	88	100	/	97	107	98
O=C(Nc1c(Cl)cc2c(c1Cl)Cc1cc([N+](=O)[O-])ccc1-2)C(Cl)Cl	81	83	88	80	63	/	101	72
Cc1cc(C)n(C(=O)c2sc(=S)n(-c3ccccc3)c2NCC#N)n1	104	/	98	99	89	102	108	103
CCOC(=O)/C(O)=C(\C#N)c1ccc(C(C)C)cc1	95	103	102	99	105	107	115	102
Cc1nn(-c2cc(-c3ccccc3)no2)c(N)c1C	121	99	121	/	89	113	133	95
Cc1ccc2cnc(N)c(C#Cc3cncc(C(=O)Nc4ccc(CN5CCN(C)CC5)c(C(F)(F)F)c4)c3)c2c1	-79*	-62*	-65*	-96*	-86*	-62*	-91*	-97*
CCOC(=O)/C=C1\S/C(=N\Nc2cc(=O)[nH]c3ccc(C)cc23)N(c2ccccc2)C1=O	102	102	101	101	99	109	111	103
CCc1cccc(Cl)c1	99	101	94	103	101	118	106	107
O=C(O)CCCNC(=O)c1nc(-c2ccccc2)n(-c2ccccc2)n1	84	99	/	109	96	106	111	111
CC1(C)NCCC[C@]2(C)[C@H]3CC=C4[C@@H]5C[C@](C)(C(N)=O)CC[C@]5(C)CC[C@@]4(C)[C@]3(C)CC[C@@H]12	77	83	90	90	97	102	100	85
Cc1nc2ccc(Br)cn2c1-c1nnc(SCc2ccccc2)o1	100	109	102	88	86	113	110	107
COc1cc(-c2nc(-c3nnc(-c4ccc(Cl)cc4Cl)o3)c3ccccn23)cc(OC)c1OC	85	88	104	87	87	73	98	91
O=C(Sc1nc2ccccc2[nH]1)c1ccc(-n2c(=O)[nH]c3ccccc3c2=O)cc1	114	97	123	101	97	101	117	101
C=C(C)[C@@H]1CC[C@]2(C(=O)N3CCN(C)CC3)CC[C@]3(C)[C@H](CC[C@@H]4[C@@]5(C)CC[C@H](OC(=O)c6ccccc6C(=O)O)C(C)(C)[C@@H]5CC[C@]43C)[C@@H]12	104	99	107	99	101	107	105	99
CC1(C)C2CCC(CN=C(N)CSS(=O)(=O)O)C1C2 (stereo not given)	86	109	104	101	100	121	95	91
CC1=C(SCC(=O)OCCCCCC(C)C)C(=O)c2ccccc2C1=O	105	97	104	92	86	99	110	102
COc1ccc(C(=O)CSc2nc(Nc3cccc(S(N)(=O)=O)c3)c3ccccc3n2)cc1	98	103	98	100	96	105	103	98
c1ccc2c(c1)CCCc1nnc3nc4ccccc4n3c1-2	30	28	38	56	58	71	84	62
CN=NN(C)C(=O)NC	105[100 µM]	107[100 µM]	102[100 µM]	98[100 µM]	95[100 µM]	110[100 µM]	108[100 µM]	102[100 µM]
O=C(/C=C/c1cccc([N+](=O)[O-])c1)c1ccc(O)c(CN2CCN(c3cc4c(cc3F)c(=O)c(C(=O)O)cn4C3CC3)CC2)c1	32	9.3*	63	46	53	88	46	11
CC(=O)Nc1cccc(-c2ccc(C#N)n2C)c1	101	97	108	119	94	99	98	101
O=C(Nc1ccccc1)OCCCl	108	93	104	103	/	112	112	99
CCOc1ccc(NC(=S)N/C=C(/C#N)C(N)=O)cc1	102	100	98	102	98	114	113	112
COc1cc(-c2nc(SCC(=O)Nc3nc4ccc(C)cc4s3)[nH]c(=O)c2C#N)cc(OC)c1OC	102	102	110	99	93	107	111	105
CS(=O)(=O)Oc1ccc(-c2ccc3occc3c2)cc1	97	100	107	97	86	104	105	93
COc1ccc2[nH]cc(-c3nc(N)nnc3-c3c[nH]c4ncc(Br)cc34)c2c1	58	39	60	38	35	57	61	53

Shown bar-delimited: 5 of the compounds above
smiles | A549/ATCC | M14 | UACC-257 | SK-MEL-5 | UACC-62 | SK-MEL-2 | SK-MEL-28 | MDA-MB-435
Cc1cc(C)n(C(=O)c2sc(=S)n(-c3ccccc3)c2NCC#N)n1 | 104 | / | 98 | 99 | 89 | 102 | 108 | 103
CCOC(=O)/C(O)=C(\C#N)c1ccc(C(C)C)cc1 | 95 | 103 | 102 | 99 | 105 | 107 | 115 | 102
Cc1nn(-c2cc(-c3ccccc3)no2)c(N)c1C | 121 | 99 | 121 | / | 89 | 113 | 133 | 95
Cc1ccc2cnc(N)c(C#Cc3cncc(C(=O)Nc4ccc(CN5CCN(C)CC5)c(C(F)(F)F)c4)c3)c2c1 | -79* | -62* | -65* | -96* | -86* | -62* | -91* | -97*
CCOC(=O)/C=C1\S/C(=N\Nc2cc(=O)[nH]c3ccc(C)cc23)N(c2ccccc2)C1=O | 102 | 102 | 101 | 101 | 99 | 109 | 111 | 103

The listing continues.
SMILES	A549/ATCC	M14	UACC-257	SK-MEL-5	UACC-62	SK-MEL-2	SK-MEL-28	MDA-MB-435
O=C1C(c2cccc3ccccc23)=C(c2c[nH]c3c(F)cccc23)C(=O)N1O	84	98	91	89	81	94	105	106
O=c1[nH]cc(NCCO)c(=O)[nH]1	93	98	88	100	93	104	103	102
CC(C)C(NC(=O)CCOCCOCCOCCOc1cccc2c1C(=O)N(C1CCC(=O)NC1=O)C2=O)C(=O)N1CCN(c2cc(-c3ccccc3O)nnc2N)CC1 (stereo not given)	102[1 µM]	99[1 µM]	97[1 µM]	96[1 µM]	93[1 µM]	55[1 µM]	101[1 µM]	105[1 µM]
C[C@H]1C(=O)[C@H]2C[C@@]3(C)CO[C@@]2([C@H]3O)[C@@]2(C)CC[C@@]12O	100	107	103	101	95	120	108	104
COc1ccc(C(=O)Nc2ncc(Cc3cccc(Cl)c3)s2)cc1OC	34	8.5*	23	-26*	11	8.9*	11	0.5*
O=C1N[C@H]2C[C@@](O)(N1)[C@@H]1OCC2O1	103	104	101	104	121	/	99	95
CC(CSc1n[nH]c(=S)s1)c1ccccc1 (stereo not given)	103	106	112	103	108	130	116	109
Nc1ccc(C(=O)Nc2ccc(C(=O)Nc3ccc(/C=C/c4ccc(NC(=O)c5ccc(NC(=O)c6ccc(N)cc6)cc5)cc4S(=O)(=O)O)c(S(=O)(=O)O)c3)cc2)cc1	92	96	94	99	95	78	104	103
COc1ccc(/C(C)=C(\c2ccc(Cl)cc2)c2ccc(OCCN)cc2)cc1F	102	103	103	103	95	125	107	101
COc1cc(-n2nc(C(=O)Nc3ccc(C(=O)O)cc3)nc2-c2ccccc2)cc(OC)c1OC	75	100	/	107	95	106	115	113
O=C1C(Cl)C(c2ccccc2Cl)N1n1cnnc1 (stereo not given)	91	93	91	97	95	102	96	103
Cc1ccc(C(=O)Nc2cc(-c3ccncc3)cc(C(F)(F)F)c2)cc1C#Cc1cnc2cccnn12	49	8.6*	41	34	14	38	16	34
Cn1ccc(Cc2cnc(N)s2)n1	84	/	82	101	100	97	106	101
COc1ccc(NC(=S)N/N=C/c2ccc(Cl)cc2)cc1	/	109	75	127	103	109	112	98

Whole records as entered above.
O=C1C(Cl)C(c2ccccc2Cl)N1n1cnnc1 (stereo not given) reads A549/ATCC = 91; M14 = 93; UACC-257 = 91; SK-MEL-5 = 97; UACC-62 = 95; SK-MEL-2 = 102; SK-MEL-28 = 96; MDA-MB-435 = 103
Nc1ccc(C(=O)Nc2ccc(C(=O)Nc3ccc(/C=C/c4ccc(NC(=O)c5ccc(NC(=O)c6ccc(N)cc6)cc5)cc4S(=O)(=O)O)c(S(=O)(=O)O)c3)cc2)cc1 reads A549/ATCC = 92; M14 = 96; UACC-257 = 94; SK-MEL-5 = 99; UACC-62 = 95; SK-MEL-2 = 78; SK-MEL-28 = 104; MDA-MB-435 = 103

Compounds above that contain an aryl thioether with sulfur outside any ring:
SMILES	A549/ATCC	M14	UACC-257	SK-MEL-5	UACC-62	SK-MEL-2	SK-MEL-28	MDA-MB-435
CSc1c(-c2nc3ccccc3s2)c(N)nc2c(C#N)c(Nc3ccccc3)nn12	95	95	100	90	93	/	93	89
Cc1nc2ccc(Br)cn2c1-c1nnc(SCc2ccccc2)o1	100	109	102	88	86	113	110	107
COc1ccc(C(=O)CSc2nc(Nc3cccc(S(N)(=O)=O)c3)c3ccccc3n2)cc1	98	103	98	100	96	105	103	98
COc1cc(-c2nc(SCC(=O)Nc3nc4ccc(C)cc4s3)[nH]c(=O)c2C#N)cc(OC)c1OC	102	102	110	99	93	107	111	105
CC(CSc1n[nH]c(=S)s1)c1ccccc1 (stereo not given)	103	106	112	103	108	130	116	109

High-throughput results: PubChem, NCI
